Source: PubChem (National Center for Advancing Translational Sciences (NCATS))
LDHA block = inhibitors of human lactate dehydrogenase A; P00338; 480,000 tested, 0.15% active; purified LDHA, NADH/diaphorase-resazurin fluorescence; active compounds read low; activity change, % (values are at about 110 or 230 µM); in the data active = activity change below about -30%; inconclusive = mostly about -25% to -30%;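 also: plate controls were DMSO wells for no effect and wells without enzyme for full effect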
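Enzyme activity of human lactate dehydrogenase 5 (2 nM; 0.06 mM NADH, 0.2 mM pyruvate, 5 min, RT) is measured via a resazurin/diaphorase fluorescence readout of residual NADH.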
Pol eta inh = DNA polymerase eta (human) inhibition | Potency, µM (highest dose often 114 µM), inactives show at the top dose activity change, negative = inhibition, most hits filed as inhibitors | 390,000 tested, 1.2% active | recombinant Pol eta, fluorescent DNA replication assay | Q9Y253; also: potency is read from the fitted curve at half-maximal effect
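Pol eta (10 nM) was preincubated with compounds for 15 min at room temperature, after which fluorescent replication substrate (50 nM final) was added to start the reaction. Fluorescence was read kinetically at 0 and 10 min.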
ALOX12 inh = inhibitors of human 12S-lipoxygenase ALOX12; Potency, µM (series often up to 108 µM), for the others: at the highest dose activity change, negative = inhibition, usual class: inhibitors; AID 1671190; purified 12hLO, xylenol orange hydroperoxide absorbance; P18054; 580,000 tested, 1.1% active; also: potency is read from the fitted curve at half-maximal effect
Target sequence (P18054 whole entry, looked up): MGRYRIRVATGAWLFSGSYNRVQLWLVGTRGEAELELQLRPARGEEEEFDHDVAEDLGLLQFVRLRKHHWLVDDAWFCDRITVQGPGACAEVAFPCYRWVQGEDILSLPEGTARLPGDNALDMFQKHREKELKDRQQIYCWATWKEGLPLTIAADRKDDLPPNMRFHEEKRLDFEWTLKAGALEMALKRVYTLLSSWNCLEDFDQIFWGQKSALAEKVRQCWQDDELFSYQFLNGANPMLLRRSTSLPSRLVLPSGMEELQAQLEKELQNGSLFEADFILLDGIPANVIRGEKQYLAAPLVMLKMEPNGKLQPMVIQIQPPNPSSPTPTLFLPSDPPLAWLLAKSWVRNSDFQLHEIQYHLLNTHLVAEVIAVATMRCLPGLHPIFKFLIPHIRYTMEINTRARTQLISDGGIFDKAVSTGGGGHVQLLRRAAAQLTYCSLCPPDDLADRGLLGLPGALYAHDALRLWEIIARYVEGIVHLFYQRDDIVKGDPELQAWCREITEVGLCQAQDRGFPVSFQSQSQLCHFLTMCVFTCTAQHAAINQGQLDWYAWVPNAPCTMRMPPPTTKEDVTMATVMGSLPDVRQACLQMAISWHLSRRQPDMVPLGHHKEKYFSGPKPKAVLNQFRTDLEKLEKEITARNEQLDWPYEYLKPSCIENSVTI
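Purified human 12hLO at 150 nM in 25 mM Hepes, 0.01% Triton X-100, pH 7.0, preincubated 15 min at room temperature with compound. Reaction started with 40 uM arachidonic acid, 30 min at room temperature. Hydroperoxide measured by Fe-xylenol orange, 573/405 nm absorbance ratio.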
* hit, by the source's call; ? = inconclusive. Unless noted, calls follow the shape of the dose curve; as a rule, active = well fitted inhibition curve with a large enough effect; inconclusive = small, poorly fitted or top-dose-only effect, or another doubt; inactive = no such curve, though single readings can be large or run the other way. Unless noted, % is scaled to controls: 0 for no effect and ±100 for the full control effect. Some of the compounds tested, so the mix of outcomes need not match the whole.

SMILES | LDHA block | Pol eta inh | ALOX12 inh
O=C(NCc1ccc(F)cc1)N1[C@H]2CC[C@@H]1C=C(c1ccc(F)cc1OCc1ccccc1)C2 | -9.2 | -21.1% | -5.3%
COc1ccc(C=C2OC(=O)C(C(C)=O)=C2O)cc1 | -5.2 | -4.3% | 44.7µM*
Cc1ccc(C=O)c([B-](F)(F)F)c1 | -8.8 | -9.1% | -0.6%
CCn1c(CN2CCC(C)CC2)nc2cc(S(=O)(=O)N3CCCCC3)ccc21 | -1.7 | -23.3% | 3.6%
O=C(O)C1=C(C(=O)O)C2CCC1C2 | -16.6 | 17.8µM* | ?
O=C(c1cc(C2CC2)nn1-c1ccccc1)N1CCN(S(=O)(=O)c2ccc(F)cc2)CC1 | -11.6 | -19.4% | 0.2%
O=[N+]([O-])c1ccc(CN2CC(N3CCN(CCO)CC3)CS2(=O)=O)cc1 (stereo unspecified) | 0.8 | -1.8% | ?
C[C@H](CO)N1C[C@H](C)[C@H](CN(C)C(=O)c2ccncc2)OCc2ccccc2-c2c(n(C)c3ccccc23)C1=O | 0.0 | -8.8% | 22.8%
C[C@H](O)[C@@H]1CN2CCc3c([nH]c4ccccc34)[C@@H]2C[C@@H]1N(C)Cc1cc(Cl)cc(Cl)c1 | 0.7 | -12.7% | ?
Cc1c(C(=O)NNC(=O)c2csc(N3CCOCC3)n2)oc2ccc(Br)cc12 | 2.3 | 25.1µM* | 39.8µM*
Cc1ccc2nc(-c3ccc(Br)cc3)cc(C(=O)NCC3CCCO3)c2c1 (stereo unspecified) | -0.9 | -8.8% | -4.5%
COCCN(C(=O)COC(=O)c1ccc(Br)o1)c1c(N)n(Cc2ccccc2)c(=O)[nH]c1=O | -11.5 | 3.2% | -6.0%
CNC(=O)C[C@H]1C(=O)N(Cc2ccccc2)C[C@@H]1CSC | -16.3 | 7.9% | -6.7%
COc1ccccc1N1CCN(CCS(=O)(=O)c2cc(Cl)ccc2Cl)CC1 | 0.2 | -4.4% | ?
Cc1noc(C)c1C(=O)N(C)C[C@@H]1OCc2ccccc2-c2c(n(C)c3ccccc23)C(=O)N([C@H](C)CO)C[C@H]1C | -0.5 | -7.6% | 20.5%
COc1ccc(NC(=O)N(C)C[C@H]2OCc3cnnn3CCCC(=O)N([C@H](C)CO)C[C@@H]2C)cc1 | -5.1 | -2.5% | -11.2%
COc1ccccc1CN1CC(C(=O)NCC2(O)CCCCC2)CCC1=O (stereo unspecified) | 1.1 | -0.3% | -9.7%
CCc1noc(C)c1C(=O)N1CCN(c2ccc([N+](=O)[O-])cc2)CC1 | 0.3 | -17.3% | -30.0%
C[C@H](CO)N1C[C@H](C)[C@@H](CN(C)C(=O)c2ccccn2)Oc2cc(Br)ccc2S1(=O)=O | -3.8 | -19.4% | -18.9%
C[C@@H]1CN([C@H](C)CO)C(=O)c2c(c3ccccc3n2C)-c2ccccc2CO[C@H]1CN(C)Cc1cccc(C(=O)O)c1 | -1.4 | -6.1% | 0.0%

Complete entries as entered above. Screens in order: LDHA block, Pol eta inh, ALOX12 inh
Entry for Cc1c(C(=O)NNC(=O)c2csc(N3CCOCC3)n2)oc2ccc(Br)cc12 → 2.3, 25.1µM*, 39.8µM*
Entry for Cc1ccc2nc(-c3ccc(Br)cc3)cc(C(=O)NCC3CCCO3)c2c1 (stereo unspecified) → -0.9, -8.8%, -4.5%

The list continues.
SMILES | LDHA block | Pol eta inh | ALOX12 inh
CCCCN1C(=O)C(CC(=O)NCCN2CCOCC2)CC(C(=O)N(CC)CC)=C1C (stereo unspecified) | -4.5 | -4.9% | 0.2%
CC1=C(C(=O)N(C)C)CC(CC(=O)NC2CC2)C(=O)N1Cc1ccccc1 (stereo unspecified) | -15.9 | -5.1% | -15.1%
COc1ccc(-c2ccc3c(c2)O[C@@H](CN(C)C(=O)c2ccccc2F)[C@@H](C)CN([C@@H](C)CO)S3(=O)=O)cc1 | -0.5 | -14.9% | -18.2%
Nc1c(Br)cc(Br)c2c1[nH]c(=O)c1ccccc12 | 4.8 | -16.1% | ?
CN(Cc1cnn(-c2ccccc2)c1)C(=O)c1cccc(S(=O)(=O)N(C)c2ccccc2)c1 | -0.6 | -15.0% | 3.9%
O=C(NCC1CCCO1)c1ccc(Cl)c(NS(=O)(=O)c2ccc(F)cc2)c1 (stereo unspecified) | -3.8 | -20.2% | 18.9%
COc1ccccc1CNC(=O)C(=O)NCC1CCCN1S(=O)(=O)c1cc(C)ccc1C (stereo unspecified) | 5.2 | -7.3% | -16.8%
COCn1ccnc1C(=O)c1ccco1 | -9.7 | -8.6% | 21.7%
Cc1ccc(SCc2c(C(=O)N/N=C/c3ccc(C)o3)nnn2-c2nonc2N)cc1 | -1.1 | -9.6% | -26.8%
CCN(CC)c1ccc(/C=N/NC(=O)c2nnn(-c3nonc3N)c2CN(C)C2CCCCC2)cc1 | -0.7 | -15.4% | -21.9%
CNC(=O)C1CN(C(=O)c2cccc(S(=O)(=O)N3CCc4ccccc43)c2)c2ccccc2O1 (stereo unspecified) | 1.2 | -8.5% | -29.3%
C[C@H]1CN([C@@H](C)CO)C(=O)CCCn2nncc2CO[C@H]1CN(C)S(C)(=O)=O | -1.0 | -18.0% | -5.5%
COc1cccc(/C=C/C(=O)OCC(=O)c2ccc[nH]2)c1 | -2.7 | -8.8% | -0.4%
CC(=O)Nc1ccc(Cl)cc1C(=O)c1ccc[nH]1 | -8.0 | -5.3% | 3.2%
O=C(COC(=O)c1ccc(S(=O)(=O)N2CCCCC2)cc1)NC1CCCCC1 | -6.8 | -16.8% | -6.1%
Cc1cc(C)n(C(N)=NC(=O)c2ccccc2)n1 | -13.3 | -1.0% | 14.2%
CC(C)NC(=O)N(C)C[C@H]1OCCCC[C@@H](C)Oc2ccc(NC(=O)C3CCCCC3)cc2C(=O)N([C@H](C)CO)C[C@@H]1C | 0.6 | -8.7% | ?
O=[N+]([O-])c1cccc(C2Nc3ccccc3CO2)c1 (stereo unspecified) | -1.0 | -20.5% | ?
CCC(C)N(C(=O)COC(=O)c1ccc(N)c([N+](=O)[O-])c1)C1CCS(=O)(=O)C1 (stereo unspecified) | 4.9 | -3.1% | -5.4%
CC1(C)CC(=O)C=C(c2ccc(-c3cccc(C(N)=O)c3)cc2)C1=O | 0.0 | -13.7% | ?

14 consecutive records from above, for reference:
SMILES | LDHA block | Pol eta inh | ALOX12 inh
CCCCN1C(=O)C(CC(=O)NCCN2CCOCC2)CC(C(=O)N(CC)CC)=C1C (stereo unspecified) | -4.5 | -4.9% | 0.2%
CC1=C(C(=O)N(C)C)CC(CC(=O)NC2CC2)C(=O)N1Cc1ccccc1 (stereo unspecified) | -15.9 | -5.1% | -15.1%
COc1ccc(-c2ccc3c(c2)O[C@@H](CN(C)C(=O)c2ccccc2F)[C@@H](C)CN([C@@H](C)CO)S3(=O)=O)cc1 | -0.5 | -14.9% | -18.2%
Nc1c(Br)cc(Br)c2c1[nH]c(=O)c1ccccc12 | 4.8 | -16.1% | ?
CN(Cc1cnn(-c2ccccc2)c1)C(=O)c1cccc(S(=O)(=O)N(C)c2ccccc2)c1 | -0.6 | -15.0% | 3.9%
O=C(NCC1CCCO1)c1ccc(Cl)c(NS(=O)(=O)c2ccc(F)cc2)c1 (stereo unspecified) | -3.8 | -20.2% | 18.9%
COc1ccccc1CNC(=O)C(=O)NCC1CCCN1S(=O)(=O)c1cc(C)ccc1C (stereo unspecified) | 5.2 | -7.3% | -16.8%
COCn1ccnc1C(=O)c1ccco1 | -9.7 | -8.6% | 21.7%
Cc1ccc(SCc2c(C(=O)N/N=C/c3ccc(C)o3)nnn2-c2nonc2N)cc1 | -1.1 | -9.6% | -26.8%
CCN(CC)c1ccc(/C=N/NC(=O)c2nnn(-c3nonc3N)c2CN(C)C2CCCCC2)cc1 | -0.7 | -15.4% | -21.9%
CNC(=O)C1CN(C(=O)c2cccc(S(=O)(=O)N3CCc4ccccc43)c2)c2ccccc2O1 (stereo unspecified) | 1.2 | -8.5% | -29.3%
C[C@H]1CN([C@@H](C)CO)C(=O)CCCn2nncc2CO[C@H]1CN(C)S(C)(=O)=O | -1.0 | -18.0% | -5.5%
COc1cccc(/C=C/C(=O)OCC(=O)c2ccc[nH]2)c1 | -2.7 | -8.8% | -0.4%
CC(=O)Nc1ccc(Cl)cc1C(=O)c1ccc[nH]1 | -8.0 | -5.3% | 3.2%

Carrying on:
SMILES | LDHA block | Pol eta inh | ALOX12 inh
COc1cccc(CNC(=O)c2ccc(F)c(S(=O)(=O)N3CCCCC3)c2)c1 | -4.6 | -10.5% | 4.3%
COc1ncnc2c1ncn2CCCNCc1ccc(C)o1 | -4.2 | -1.0% | -5.1%
Cc1ccc(-c2nc(SC(C)C(=O)NC3CC3)n[nH]2)cc1 (stereo unspecified) | -1.6 | -14.9% | 12.3%
O=C(CC1CC2CCC1C2)N1CCN(S(=O)(=O)c2ccc(F)cc2)CC1 (stereo unspecified) | 1.1 | -17.3% | 6.7%
Cc1ccc(S(=O)(=O)NN=Cc2c(O)ccc3ccccc23)cc1 | 6.4 | -18.8% | -20.2%
CCCCN1C(=O)C(CC(=O)NCCN2CCOCC2)CC(C(=O)N2CCOCC2)=C1C (stereo unspecified) | 0.9 | -5.1% | 17.8%
O=C(OCc1ccccc1)N1CCC2CC1c1cc(N3CCN(S(=O)(=O)c4cccc(C(F)(F)F)c4)CC3)ccc12 (stereo unspecified) | -14.0 | -11.5% | 2.3%
CCCC1NC(=O)c2cccnc2-n2c1nc1ccc(OC)cc1c2=O (stereo unspecified) | 1.4 | -5.1% | -29.4%
Cc1cc(C)cc(-n2ncc3c2CCCC3NC(=O)c2ccccc2)c1 (stereo unspecified) | -8.9 | -8.0% | -25.7%
Cc1noc(C)c1S(=O)(=O)Nc1ccc2c(c1)C(=O)N([C@@H](C)CO)C[C@H](C)[C@@H](CN(C)Cc1ccc(C(F)(F)F)cc1)OCCCC[C@H](C)O2 | -15.1 | -14.4% | -36.0%
c1ccc(N=C2SCCCS2)cc1 | -4.5 | -16.3% | 2.2%
C[C@@H]1CN([C@H](C)CO)C(=O)c2c(c3ccccc3n2C)-c2ccccc2CO[C@H]1CN(C)Cc1ccc(Oc2ccccc2)cc1 | 0.7 | -20.1% | -9.9%
C[C@@H]1CN([C@@H](C)CO)C(=O)CCCn2nncc2CO[C@@H]1CN(C)C(=O)Nc1ccc(C(F)(F)F)cc1 | 0.5 | -6.6% | -5.8%
C/C(COc1ccccc1)=N\NC(=O)c1nnn(-c2nonc2N)c1-c1ccc(C)cc1 | -10.4 | 3.2% | 22.1%
CNS(=O)(=O)c1ccc(CNC[C@H]2O[C@@H](n3ccc(N)nc3=O)[C@H](O)[C@@H]2O)cc1 | -22.1 | 0.2% | -49.7%
CC1CCN(c2ccc3c(c2)S(=O)(=O)c2cc(C(=O)O)ccc2C3=O)CC1 | -6.8 | 5.7% | ?
CCOC(=O)N(C)C[C@@H]1OCc2cn(nn2)CCCC(=O)N([C@@H](C)CO)C[C@H]1C | -10.5 | -17.7% | 0.0%
CCCCOc1ccc(C(=O)NCC(=O)OCCCOC(=O)CNC(=O)c2ccc(OCCCC)cc2)cc1 | -6.9 | -17.5% | -16.7%
CC(C)CC1C(=O)N(Cc2cn(CCC3OCCCO3)nn2)CCS(=O)(=O)N1Cc1ccc(-c2ccncc2)cc1 (stereo unspecified) | -4.1 | -5.1% | ?
C[C@@H]1CN([C@@H](C)CO)C(=O)CCCn2nncc2CO[C@H]1CN(C)S(=O)(=O)c1ccccc1F | -10.9 | -1.7% | 20.3%
FC(F)c1nc2nc(Cl)c(Cl)nc2[nH]1 | -0.8 | -2.7% | -8.0%
COC(=O)c1cccc(NC(=O)/C(=C\c2ccco2)NC(=O)c2ccco2)c1 | -0.8 | -8.2% | ?
Cc1ccc(NS(=O)(=O)c2ccc(-n3cccn3)cc2)c(Cl)c1 | -19.1 | -13.9% | -1.6%
COc1ccc(CC(=O)N2CCN(C(=O)Cc3ccc(OC)c(OC)c3)CC2)cc1OC | -5.0 | -21.9% | -3.7%
CCc1ccccc1NC(=O)C1CCN(S(=O)(=O)c2ccc(N3CCCC3=O)cc2)CC1 | -0.2 | -5.6% | -5.8%
CCc1ncc(CO)n1Cc1cccc2ccccc12 | 1.4 | -5.6% | 2.7%
Cc1ccc(OCC(=O)Nc2cccc(S(=O)(=O)N3CCCC3)c2)cc1C | -0.1 | -18.2% | -1.4%
COCC(C)n1c(SCC(=O)Nc2cccnc2Cl)nc2ccccc2c1=O (stereo unspecified) | -4.1 | -8.9% | -11.1%
